Source: PubChem BioAssay
AmpC inh no detg: AmpC beta-lactamase inhibition without detergent | AmpC nitrocefin hydrolysis, absorbance 480 nm, 0.0001% Triton | Potency, µM (highest dose often 57.1 µM), for inactives: at the highest dose activity change, negative = inhibition, actives largely listed as inhibitors | 0.52% of 330,000 active | AID 485341;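 also: potency is read from the fitted curve at half-maximal effect; plate controls were no compound for no effect and no enzyme for full effect; nearly all actives have a fitted effect of over 20% in size; some results filed as inactive show a strong effect at the top dose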
Target sequence (P00811 whole entry, looked up): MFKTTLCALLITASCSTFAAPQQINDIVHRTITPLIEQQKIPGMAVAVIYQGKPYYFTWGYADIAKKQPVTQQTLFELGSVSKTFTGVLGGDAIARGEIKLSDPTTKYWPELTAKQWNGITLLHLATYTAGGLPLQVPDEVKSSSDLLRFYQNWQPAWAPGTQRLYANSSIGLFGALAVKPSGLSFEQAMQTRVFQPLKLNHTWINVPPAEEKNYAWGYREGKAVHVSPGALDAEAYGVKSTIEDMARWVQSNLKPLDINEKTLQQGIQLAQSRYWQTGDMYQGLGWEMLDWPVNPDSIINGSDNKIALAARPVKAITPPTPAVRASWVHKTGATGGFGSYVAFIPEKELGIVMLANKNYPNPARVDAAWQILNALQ
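20 mM phosphate pH 7.0 + 0.01% (detergent screen) or 0.0001% Triton X-100; 5.3 nM AmpC reagent; cpd preinc 15 min RT; nitrocefin (800 uM stock) to start; A480 q20 s × 4 min; Activity was normalised to no-enzyme and no-compound control wells.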
AMA1-RON2 inh: inhibitors of Plasmodium falciparum AMA1-RON2 interaction | AlphaScreen AMA1-biotinylated RON2 peptide binding | Potency, µM (titrated, usually from 58.2 µM), inactives show at the top dose activity change, negative = inhibition, most hits filed as inhibitors | 0.2% of 360,000 active;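 also: potency is read from the fitted curve at half-maximal effect; 0% = vehicle wells and -100% = peptide control; nearly all actives have a fitted effect of over 45% in size; some results filed as inactive show a strong effect at the top dose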
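AMA1 (3D7) with his tag at 25 nM final met compounds first, then biotinylated RON2 peptide at 25 nM; detection used donor plus acceptor beads, 10 µg/mL apiece, read by AlphaScreen after 30 min at room temperature.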
AmpC inh detg: inhibitors of E. coli AmpC beta-lactamase with detergent | P00811 | Potency, µM (titrated, usually from 114 µM), without a hit: at the highest dose activity change, negative = inhibition, hits mostly inhibitors | AmpC hydrolysis of nitrocefin, absorbance 480 nm, 0.01% Triton | 0.041% of 370,000 active;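 also: potency is read from the fitted curve at half-maximal effect; 0% = no-compound wells and -100% = no-enzyme wells; nearly all actives have a fitted effect of over 25% in size; some results filed as inactive show a strong effect at the top dose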
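20 mM phosphate pH 7.0 + 0.01% (detergent screen) or 0.0001% Triton X-100; 5.3 nM AmpC reagent; cpd preinc 15 min RT; nitrocefin (800 uM stock) to start; A480 q20 s × 4 min; Activity was normalised to no-enzyme and no-compound control wells.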
HCV inhibitor: HCV inhibition; Huh7.5.1 HCVcc-Cre infection, luciferase reporter, 44 h; Potency, µM (top dose mostly 41.8 µM), inactives show at the top dose activity change, negative = inhibition, actives largely listed as inhibitors; 3.4% of 340,000 active; AID 651820; also: potency is read from the fitted curve at half-maximal effect
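Infectious HCV cell culture screen: compound-treated cells (1,000/well, pre-plated 4 h) are infected with HCVcc-Cre at roughly 0.5 moi and grown 44 h. Infection is quantified by luciferase signal after 15 min substrate incubation at room temperature.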
HCMV antiviral: inhibitors of human cytomegalovirus | activity change, negative = inhibition, % at 57.5 µM | HFF cells, HCMV-luciferase reporter, 72 h; active compounds read low | 4.5% of 410,000 active; in the data active = activity change below about -60%; inconclusive = no clear call, values can overlap the other calls; inactive = above about -39%
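Luciferase read-out from HCMV-luciferase-infected HFFs (MOI 1 PFU/cell) 72 h post infection at 37C; compounds added after 16 h cell attachment; activity normalized between buffer-only basal and Salinomycin (10uM) inhibitor controls.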
Tb PYK inh: inhibitors of Trypanosoma brucei pyruvate kinase; TbPYK enzyme, Kinase-Glo Plus ATP luminescence, 45 min; Potency, µM (top dose mostly 76.8 µM), inactives show at the top dose activity, negative = inhibition, actives largely listed as inhibitors; 0.12% of 410,000 active; AID 624173; also: potency is read from the fitted curve at half-maximal effect; nearly all actives have a fitted effect of over 50% in size
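In this concentration-response screen, enzyme-free wells defined baseline while DMSO plates tracked drift. Each reaction combined TbPYK, substrate, compound and 130 uM ADP for 45 min at room temperature. Kinase-Glo Plus luminescence gave the signal.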
LmPK inh: inhibitors of Leishmania mexicana pyruvate kinase; purified LmPK, Kinase-Glo ATP luminescence, 1 h; Potency, µM (top dose mostly 57.5 µM), inactives show top-dose activity change, negative = inhibition, most hits filed as inhibitors; 0.37% of 290,000 active; AID 1721; also: potency is read from the fitted curve at half-maximal effect
Target sequence (Q27686 whole entry, looked up): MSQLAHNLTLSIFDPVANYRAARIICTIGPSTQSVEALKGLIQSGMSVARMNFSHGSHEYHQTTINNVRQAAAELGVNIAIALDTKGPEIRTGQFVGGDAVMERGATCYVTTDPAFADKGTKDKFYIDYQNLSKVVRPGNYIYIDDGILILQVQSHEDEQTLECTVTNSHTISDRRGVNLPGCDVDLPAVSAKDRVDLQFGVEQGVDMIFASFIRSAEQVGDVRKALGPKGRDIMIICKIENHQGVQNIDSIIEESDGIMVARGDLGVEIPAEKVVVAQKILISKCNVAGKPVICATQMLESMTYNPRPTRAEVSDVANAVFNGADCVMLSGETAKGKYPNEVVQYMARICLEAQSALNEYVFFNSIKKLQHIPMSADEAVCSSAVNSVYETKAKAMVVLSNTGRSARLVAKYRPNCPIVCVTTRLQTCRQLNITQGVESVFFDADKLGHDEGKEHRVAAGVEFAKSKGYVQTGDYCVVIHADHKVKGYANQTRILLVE
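Purified LmPK (0.1 nM) with 0.5 mM PEP and 0.1 mM ADP in imidazole buffer pH 7.2 with MgCl2/KCl, 1 h at room temperature. ATP formed was read by luciferase luminescence and normalized to no-enzyme and uninhibited controls.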
The depositor's hits bear a star; ? = inconclusive; . = no result given; & = joins results of further samples; [ ] = another dose, or the depositor's remark. Unless noted, calls follow the shape of the dose curve; as a rule, active = well fitted curve in the direction sought with a large enough effect; inconclusive = small, poorly fitted or top-dose-only effect, or another doubt; inactive = no such curve, though single readings can be large; an effect the other way counts as inactive or inconclusive. Unless noted, % is scaled to controls: 0 for no effect and ±100 for the full control effect.

SMILES	AmpC inh no detg	AMA1-RON2 inh	AmpC inh detg	HCV inhibitor	HCMV antiviral	Tb PYK inh	LmPK inh
Cc1ccc(-n2nc3c(N4CCC(C(=O)NC5CCC(C)CC5)CC4)nnc(C)c3c2C)cc1 (stereo not drawn)	.	.	?	.	-23	1%	.
O=C(C1CCN(S(=O)(=O)c2ccc(F)cc2)CC1)N1CC=C(c2ccccc2)CC1	1%	2%	4%	?	-101*	4%	4%
CN(C)CC(CCC(CN(C)C)C(=O)c1ccccc1)C(=O)c1ccccc1 (stereo not drawn)	16%	1%	1%	?	.	-4%	0%
CC(NC(=O)CN(C)S(=O)(=O)c1ccc(F)cc1)C1CC2CCC1C2 (stereo not drawn)	43%	1%	?	-3%	5	-4%	.
CN(C)C(CNc1ccc(S(C)(=O)=O)cc1[N+](=O)[O-])c1ccccc1 (stereo not drawn)	12%	5%	-14%	8%	-6	3%	2%
COCCCNC(=O)CCCn1c(=O)c2ccccc2n(CC(=O)Nc2ccc(C)cc2Cl)c1=O	.	.	17%	.	-19	-5%	.
COc1ccc(CC(=O)Nc2sc(Cc3ccccc3)c(C)c2C(N)=O)cc1	-48%	8%	4%	?	-23	2%	1%
CCO[C@H]1OC(C(=O)N2CCCCCCC2)=C[C@@H](C)[C@@H]1CCCO	39%	-19%	-7%	3%[8.37 µM]	-18	-4%	3%
Cc1cccc(C(=O)Nc2ccccc2OCc2cc(=O)n3c(C)csc3n2)c1	.	.	-3%	.	6	1%	.
Cc1cccc(C)c1NC(=O)CC(NCc1ccco1)C(=O)O (stereo not drawn)	-13%	46%[activator]	-15%	4%	0	3%	-3%
Cc1ccc(S(=O)(=O)N2CCCCC2)cc1NC(=O)COC(=O)C1CC2C=CC1C2 (stereo not drawn)	-9%	14%	0%	7%	19	-2%	6%
COc1ccc(CNC(=O)c2ccc(-c3nc(CSc4ccccc4)c(C)o3)cc2)cc1	.	.	1%	.	-13	0%	.
O=C(Nc1ccccc1)Nc1csc2ccccc12	-36%	-20%	9%	-16%	?	-1%	7%
CCN(CC)c1ccc(NC(=O)COC(=O)/C=C/c2nc3ccccc3s2)cc1	-31%	?	1%	6%	8	-9%	-2%
COC(=O)C1=C(C)N(c2cc(C)cc(C)c2)/C(=C/c2ccc(O)cc2)C1=O	-37%	-6%	3%	?	-96*	3%	-2%
CC1=C(C(=O)N(C(C)C)C(C)C)CC(CC(=O)NCCCCc2ccccc2)C(=O)N1CCC1=CCCCC1 (stereo not drawn)	.	0%	.	.	-112*	2%	.
CN(C)C=C1C(=O)c2ccccc2C1=O	-16%	9%	-15%	0%	83	-11%	3%
Oc1ccc(N=Nc2ccc3c(c2)OCO3)c2ccccc12	-17%	.	2%	.	.	.	-15%
CCCSc1nnc2nc(C)cc(C)n12	-8%	4%	-21%	6%	-8	-8%	-3%
O=C(c1ccc(-n2cnnn2)cc1)N1CCCCC1	-9%	1%	-5%	6%	22	-2%	3%
COc1ccccc1NC(=O)Cn1c(=O)sc2ccccc21	-12%	9%	?	0%	10	-3%	1%
CC(=O)Nc1sc(N/N=C/c2ccc(O)cc2)nc1-c1ccc(C)cc1	-42%	73%[activator]	-2%	?	58	-3%	18%
Cc1c(Cl)cnc(NC(=O)COC(=O)c2cccs2)c1Cl	-10%	17%	-2%	11%	0	1%	.
CCN(CC)c1ccc(C=Nc2ccc(C)cc2)c(O)c1	-17%	23%	-7%	-4%	-16	0%	1%
Cc1cc(C)c2c(n1)sc1c(=O)n(Cc3ccc(F)cc3)cnc12	-20%	0%	1%	-30%	?	0%	3%

As a short view, some entries already given.
SMILES	AmpC inh no detg	AMA1-RON2 inh	AmpC inh detg	HCV inhibitor	HCMV antiviral	Tb PYK inh	LmPK inh
COC(=O)C1=C(C)N(c2cc(C)cc(C)c2)/C(=C/c2ccc(O)cc2)C1=O	-37%	-6%	3%	?	-96*	3%	-2%
CC1=C(C(=O)N(C(C)C)C(C)C)CC(CC(=O)NCCCCc2ccccc2)C(=O)N1CCC1=CCCCC1 (stereo not drawn)	.	0%	.	.	-112*	2%	.
CN(C)C=C1C(=O)c2ccccc2C1=O	-16%	9%	-15%	0%	83	-11%	3%
Oc1ccc(N=Nc2ccc3c(c2)OCO3)c2ccccc12	-17%	.	2%	.	.	.	-15%
CCCSc1nnc2nc(C)cc(C)n12	-8%	4%	-21%	6%	-8	-8%	-3%
O=C(c1ccc(-n2cnnn2)cc1)N1CCCCC1	-9%	1%	-5%	6%	22	-2%	3%
COc1ccccc1NC(=O)Cn1c(=O)sc2ccccc21	-12%	9%	?	0%	10	-3%	1%
CC(=O)Nc1sc(N/N=C/c2ccc(O)cc2)nc1-c1ccc(C)cc1	-42%	73%[activator]	-2%	?	58	-3%	18%
Cc1c(Cl)cnc(NC(=O)COC(=O)c2cccs2)c1Cl	-10%	17%	-2%	11%	0	1%	.
CCN(CC)c1ccc(C=Nc2ccc(C)cc2)c(O)c1	-17%	23%	-7%	-4%	-16	0%	1%
Cc1cc(C)c2c(n1)sc1c(=O)n(Cc3ccc(F)cc3)cnc12	-20%	0%	1%	-30%	?	0%	3%

Further structures follow:
SMILES	AmpC inh no detg	AMA1-RON2 inh	AmpC inh detg	HCV inhibitor	HCMV antiviral	Tb PYK inh	LmPK inh
Cc1ccc(S(=O)(=O)N/N=C\c2cccnc2)cc1	-4%	2%	5%	17%	16	2%	3%
CC(=O)Nc1cc([As](=O)(O)O)ccc1O	-37%&-6%	0%	-11%&3%	1%[8.37 µM]	-10	0%&0%	-2%&-7%
Cc1ccc(C)c(N2CCN(C(=O)c3ccc(N4CCOCC4)c([N+](=O)[O-])c3)CC2)c1	184%[activator]	-15%	1%	?	1	0%	-2%
S=C(NCc1ccccc1)NNc1nc2ccccc2[nH]1	-53%	42%[activator]	0%	-3%	-70*	?	5%
CCSc1nc(O)c(Cc2ccccc2)c(=O)[nH]1	108%[activator]	-5%	-10%	-6%	11	1%	0%
O=C1CCc2cc(S(=O)(=O)NCc3ccc(F)cc3)cc3c2N1CCC3	0%	-13%	-20%	-24%[8.37 µM]	-25	-1%	.
COCCCNC(=O)c1c(-c2ccccc2)noc1C	-10%	11%	?	3%	-16	6%	-1%
Cc1nn(CC(=O)NC2(C#N)CCCCC2)c(C)c1[N+](=O)[O-]	-7%	6%	4%	5%	12	20%	.
O=c1[nH][nH]c(-c2ccccc2)c1C=Nc1ccc(F)cc1F	-16%	17%	1%	2%	-21	-9%	-5%
CCCCN(C(=S)Nc1ccc(F)cc1)c1c(N)n(CCC)c(=O)[nH]c1=O	-9%	-5%	5%	3%	6	-1%	3%
COc1ccc(S(=O)(=O)Nc2c(C(=O)O)[nH]c3ccccc23)c(OC)c1	-27%	-9%	-14%	8%	24	-13%	4%
CC(C)(C)c1ccc(C(=O)Nc2cccc(-n3cnnn3)c2)cc1	-17%	-1%	-8%	?	49	3%	-13%
CCCCN(C(=O)c1ccc(C)c(S(=O)(=O)N2CCOCC2)c1)c1c(N)n(CCCC)c(=O)[nH]c1=O	-16%	-4%	?	12%	-15	1%	.
COc1ccc(NC(=O)CN(C)C(=O)c2cc(C)oc2C)cc1	.	6%	.	.	11	1%	.
Cc1cc(C)c(S(=O)(=O)N2CCN(S(=O)(=O)N3CCC(C)CC3)CC2)c(C)c1	-14%	-14%	-7%	-7%	-28	3%	0%
Cc1ccc(C(=O)Nc2ccc(C(=O)O)cc2NC(=O)c2ccc(C)cc2)cc1	-13%	-9%	?	0%	-2	9%	-3%
CC(OC(=O)c1nc(Cl)ccc1Cl)C(=O)Nc1ccc2c(c1)OCCO2 (stereo not drawn)	-3%	4%	?	7%	11	-3%	.
CC(=O)N1N=C(c2ccc(Br)cc2)CC1c1ccc(Br)cc1 (stereo not drawn)	.	-11%	.	.	11	-9%	.
COc1cccc(C(=O)CN(C(=O)c2ccc(Cl)c(Cl)c2)N2C(=O)C3CCCCC3C2=O)c1 (stereo not drawn)	2%	8%	0%	-3%	3	-1%	0%
CCC(=O)N1CCc2cc(Br)cc(S(=O)(=O)N3CCCC(C(=O)O)C3)c21 (stereo not drawn)	-32%	-4%	0%	15%	11	2%	0%
CS(=O)(=O)c1ccc(-c2cnc3c(NC=O)cc(-c4ccsc4)cn23)cc1	.	11%	.	.	13	-10%	.
O=C(/C=C/c1ccco1)Nc1ccc(Cl)c(S(=O)(=O)N2CCOCC2)c1	-57%	-5%	5%	10µM*	-69*	-2%	3%
COc1cccc(CNC(=O)C2(c3cccs3)CCOCC2)c1	.	.	2%	.	17	-2%	.
CC(C)C1OC2(C)OC(=N)C1(C#N)C(C#N)(C#N)C2c1ccccc1 (stereo not drawn)	-55%	12%	-13%	43%[activator]	?	3%	2%
CN1CCN(c2ccc([N+](=O)[O-])c(Sc3nncn3C)c2)CC1	-11%	-4%	-6%	2%	-15	3%	1%

(cont.)
SMILES	AmpC inh no detg	AMA1-RON2 inh	AmpC inh detg	HCV inhibitor	HCMV antiviral	Tb PYK inh	LmPK inh
Cc1nc(N2N=C3/C(=C/c4ccc(F)cc4)CCCC3C2c2ccc(F)cc2)sc1C(=O)N(C)C (stereo not drawn)	155%[activator]	-2%	-7%	?	13	0%	-4%
CCC(C)C(N)C(=O)N1CCCC1C(=O)NC(C(=O)O)C(C)CC (stereo not drawn)	.	0%	.	-11%	72	1%	.
O=C(/C=C/c1cn(-c2ccccc2)nc1-c1cccs1)NCCN1CCOCC1	132%[activator]	-12%	4%	14µM*	-7	6%	4%
Cc1ccc(N2CCN(C(=O)Cc3c(C(=O)O)c(C)cn3C)CC2)c(C)c1	.	.	?	.	6	1%	.
O=C(NCCc1c[nH]c2ccccc12)C1CCC(=O)N(CCc2cccc(F)c2)C1 (stereo not drawn)	51%	0%	?	14%	42	2%	0%
O=C(Nc1ccc2c(c1)OCCO2)C(C1CC1)N1CCN(C/C=C/c2ccccc2)CC1 (stereo not drawn)	.	-10%	.	.	-4	0%	.
COC(=O)C(CC(=O)CNC(=O)c1ccccc1)NC(=O)c1ccccc1 (stereo not drawn)	.	2%	.	11%	25	-2%	.
COc1ccc(Cl)cc1NC(=O)N1CCN(S(C)(=O)=O)CC1	.	-8%	-11%	1%	6	12%	5%
